Source: PubChem (several laboratories)
PolyA inh – yeast polyadenylation inhibition | S. cerevisiae SKY197-pL101 polyadenylation reporter, beta-gal luminescence; efflux-impaired pdr1/pdr3 knockout yeast; score 100 = 6 SD above DMSO | calls only at 12 µM | 0.02% of 300,000 active | AID 1875;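 active means lowest replicate activity score at least 50, where 100 means six control SD above control mean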;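 further: yeast exposed to compound for 9 h at 30 °C; higher score means more reporter readthrough which indicates perturbed polyadenylation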
MrgX1 PAM – allosterically activates human MrgX1 receptor signaling; MrgX1-HEK293, Fluo-4 calcium flux, FDSS; hits give high values; B-score at 10 µM; AID 588675; 0.63% of 310,000 active;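 active means plate-corrected calcium response at least 3 library SD above typical, normal starting fluorescence, not activating the receptor alone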;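 further: compound read alongside a low EC10 to EC30 dose of BAM8-22 agonist; peak minus trough fluorescence over baseline measured at the second addition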
HIF act – HIF pathway transcriptional activation | U2OS HRE-luciferase reporter, luminescence; normalized: DMSO 0%, desferrioxamine 100% | activation, % at 7.5 µM (by protocol) | 0.32% of 300,000 active | AID 1910;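 active means mean activation of at least 10% of the iron chelator positive control signal, with at least half of replicates also reaching 10%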
TRPC6 inh – blocks the mouse TRPC6 cation channel; Q61143; HEK293-TRPC6, membrane potential dye, ACh-evoked depolarization; hits give low values; B-score at 10 µM; 1.1% of 310,000 active;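 active means B-score under library mean minus 3 SD, initial fluorescence not abnormally high, positive integrated signal ratio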;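 further: B-score derived from integrated fluorescence ratio over the kinetic read; more negative B-score means stronger inhibition of depolarization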
AI-2 QS modul – modulators of Vibrio harveyi AI-2 quorum sensing system; Vibrio harveyi JMH597 AI-2 luminescence/OD600 ratio, 9 h; hits give low values; strain lacks LuxN and CqsS sensors; 0 = neutral-control median; activity change, % at 7.5 µM; 0.4% of 300,000 active; in the data active means activity change below about -75%, passing the limit was not always enough;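 further: luminescence divided by OD600 gain over 9 h not by final OD600 alone; inactives centre near 13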
TRPC6 act – mouse TRPC6 channel activation | Q61143 | HEK293-TRPC6 membrane potential dye fluorescence; hits give high values | B-score at 10 µM | 0.13% of 310,000 active;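 active means B-score of the integrated fluorescence ratio above library mean plus 3 SD, and starting fluorescence ratio within library mean plus 5 SD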;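 further: higher score means more depolarization so channel activation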
MrgX1 antagonist – human MrgX1 receptor antagonism, primary screen. Q96LB2. B-score at 10 µM. MRGX1-HEK293 calcium flux, Fluo-4, BAM8-22 antagonism; hits give low values. 1.3% of 310,000 active;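 active means calcium-response B-score plate-corrected more than 3 library SD below zero, starting fluorescence within 5 deviations, no agonist response on first addition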;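 further: peak minus trough fluorescence over baseline after final BAM8-22 challenge near maximal dose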
TRPC4 PAM – allosterically enhances the mouse TRPC4 cation channel. B-score at 10 µM. 0.42% of 310,000 active. HEK293 TRPC4beta/mu-opioid, DAMGO EC20, Fluo-4 Ca2+ flux; hits give high values. AID 2227. Q9QUQ5;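 active means B-score of calcium response area above 5 SD of library B-scores, with initial fluorescence ratio within 5 SD of library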;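 further: B-score of integrated fluorescence ratio over time as area under calcium response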
Target sequence (Q9QUQ5 whole entry, looked up): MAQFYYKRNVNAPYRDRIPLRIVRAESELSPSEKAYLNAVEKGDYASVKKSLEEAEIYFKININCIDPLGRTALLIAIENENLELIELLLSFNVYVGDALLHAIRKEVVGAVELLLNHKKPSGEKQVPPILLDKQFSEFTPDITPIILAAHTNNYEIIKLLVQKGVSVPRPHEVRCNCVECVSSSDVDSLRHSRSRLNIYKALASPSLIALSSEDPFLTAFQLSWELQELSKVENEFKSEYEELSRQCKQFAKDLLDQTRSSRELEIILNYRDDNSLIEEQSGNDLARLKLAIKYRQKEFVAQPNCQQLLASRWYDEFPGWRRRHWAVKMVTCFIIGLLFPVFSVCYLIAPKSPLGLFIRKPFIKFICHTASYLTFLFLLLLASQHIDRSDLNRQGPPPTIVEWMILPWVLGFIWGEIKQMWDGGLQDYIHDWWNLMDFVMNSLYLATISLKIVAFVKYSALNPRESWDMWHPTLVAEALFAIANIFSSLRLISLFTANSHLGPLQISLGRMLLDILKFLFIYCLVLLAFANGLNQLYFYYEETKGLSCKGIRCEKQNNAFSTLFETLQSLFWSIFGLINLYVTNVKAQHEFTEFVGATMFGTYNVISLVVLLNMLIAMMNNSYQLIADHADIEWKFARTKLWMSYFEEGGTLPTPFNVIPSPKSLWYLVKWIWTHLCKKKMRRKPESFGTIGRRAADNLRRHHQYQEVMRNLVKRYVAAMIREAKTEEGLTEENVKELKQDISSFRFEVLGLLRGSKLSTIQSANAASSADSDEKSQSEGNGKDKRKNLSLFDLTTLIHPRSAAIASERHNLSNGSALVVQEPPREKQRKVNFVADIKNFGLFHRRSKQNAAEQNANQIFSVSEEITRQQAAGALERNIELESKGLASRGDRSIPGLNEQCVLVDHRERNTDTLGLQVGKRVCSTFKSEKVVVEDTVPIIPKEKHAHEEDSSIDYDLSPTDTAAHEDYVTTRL
TRPC4 block – blocks the mouse TRPC4 cation channel. Q9QUQ5. 0.39% of 300,000 active. AID 2247. B-score at 10 µM. HEK293 TRPC4beta/mu-opioid, DAMGO-evoked Fluo4 calcium flux; hits give low values;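 active means B-score over 3 SD under the library average, no early fluorescence shift, positive overall ratio signal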
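Assay system: HEK293 cells with stable TRPC4beta plus mu-opioid receptor expression. Dosing: single dose. Measured by: Fluo4 Ca2+ flux fluorescence. Also added: DAMGO in two steps, submaximal then maximal. Read-out: B score from integrated Fluo4 fluorescence ratio.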
MrgX1 ag – activates human MrgX1 receptor signaling; Q96LB2; MrgX1-HEK293 cells, Fluo-4 calcium fluorescence, agonist mode; hits give high values; B-score at 10 µM; 0.44% of 310,000 active;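 active means calcium response B-score plate-corrected fluorescence ratio at least 3 library SD, with starting fluorescence B-score inside 5 SD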
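Material: HEK293 cells stably expressing human MrgX1 receptor | Quantity: 15,000 cells per well | Times: Cells plated overnight, dye loaded 0.5 h 37 °C, 0.5 h room temperature | Measured by: Kinetic Fluo-4 NW fluorescence of intracellular calcium | Control set: Positive and negative controls per plate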
TRPC4 agonist – activators of mouse TRPC4 channel | HEK293 TRPC4beta/mu-opioid, Fluo4 calcium fluorescence; hits give high values | B-score at 10 µM | 0.49% of 310,000 active;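 active means B-score above 5 SD of library B-scores, and initial fluorescence ratio not above library mean plus 5 SD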;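 further: positive B-score marks a calcium rise read as TRPC4 activation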
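Incubation: 45 min room-temperature Fluo4 loading, 110 s read / System: HEK293 cells stably co-expressing mouse TRPC4beta and mu-opioid receptor / Signal: Fluo4 fluorescence, kinetic / Control set: buffer (low) and maximal DAMGO (high) / Measure: integrated baseline-normalised fluorescence ratio, converted to per-well B score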
* hit, by the source's call; i = inactive; . = not tested or not shown. Only part of the results is shown; rates above refer to the full screens.

SMILES | PolyA inh | MrgX1 PAM | HIF act | TRPC6 inh | AI-2 QS modul | TRPC6 act | MrgX1 antagonist | TRPC4 PAM | TRPC4 block | MrgX1 ag | TRPC4 agonist
O=[N+]([O-])c1ccc(N/N=C2\CC3CC=CC23)c([N+](=O)[O-])c1 (configuration not stated) | i | i | 0.1 | i | 25 | i | i | i | i | i | i
COc1ccc(-c2nc(N)sc2C2(O)C(=O)Nc3c(Br)cc(F)cc32)cc1OC (configuration not stated) | i | i | 0.2 | i | 22 | i | i | i | i | i | i
O=C(CCl)N1N=C(c2ccco2)CC1c1cccs1 (configuration not stated) | i | i | 0.2 | i | -8 | i | i | i | i | i | i
Cc1oc(-c2ccccc2F)nc1CS(=O)CC(=O)NC1CCCC1 (configuration not stated) | i | i | -0.2 | i | 16 | i | i | i | i | i | i
CN(C(=O)CCc1ccccc1)c1nnc(-c2ccncc2)s1 | i | i | 0.8 | i | -17 | i | i | i | i | i | i
Cn1c(SCC(=O)O)nnc1-c1ccc2ncccc2c1 | i | i | -0.1 | i | . | i | i | i | i | i | i
COC(=O)C1=C(C)N(Cc2ccccc2)C(=O)N[C@H]1c1cccc(F)c1 | i | i | -0.4 | i | 11 | i | i | i | i | i | i
O=c1c2ccccc2n2c(=S)[nH]nc2n1-c1ccccc1 | i | i | -0.8 | i | . | i | i | i | i | i | i
Cc1nc([N+](=O)[O-])c(NCCO)n1Cc1ccccc1 | i | i | -0.2 | i | 12 | i | i | i | i | i | i
COc1cccc(N2CCN(S(=O)(=O)c3ccc(-c4coc(C)n4)cc3)CC2)c1 | i | i | 0.5 | i | 1 | i | i | i | i | i | i
C[C@@H]1C=C(C(=O)N2CCN(C)CC2)O[C@H](OCc2ccc(CO)cc2)C1 | i | i | 1.5 | i | 21 | i | i | i | i | i | i
COc1ccc(NC(=O)C/C(C)=N/NC(=O)C(=O)Nc2cccc(Cl)c2C)c(OC)c1 | i | i | -0.1 | i | 5 | i | i | i | i | i | i
CCSc1nc2sc3c(c2c(=O)[nH]1)CCc1ccccc1-3 | i | i | -0.2 | i | 18 | i | i | i | i | i | i
C#CCOCCOCCOCCNc1nc(N2CCN(C(=O)[C@H](CCC(=O)O)n3cc(C(N)CC(C)C)nn3)CC2)nc(N2CCN(C(=O)[C@H](Cc3ccc(O)cc3)n3cc(C(N)[C@H](C)CC)nn3)CC2)n1 (some centres not stated) | i | i | -7.1 | i | 17 | i | i | i | i | i | i
O=C(COc1ccc(Cl)cc1Cl)Nc1ccc(S(=O)(=O)NC2=NCCCCC2)cc1 | i | i | -0.2 | i | 18 | i | i | i | i | i | i
CCOC(=O)C1=C(C)N=C2SC(C)C(=O)N2C1/C=C/c1ccccc1OC (configuration not stated) | i | i | -0.1 | i | 32 | i | i | i | i | i | i
CC(C)N(Cc1c(O)ccc2c(=O)c(-c3ccc(Cl)cc3)coc12)C(C)C | i | i | -0.1 | i | 10 | i | i | i | i | i | i
CC(=O)C1=C(c2ccccc2)NC(=O)NC1c1ccc(O)c(Cl)c1 (configuration not stated) | i | i | -2.4 | i | 18 | i | i | i | i | i | i
COc1ccc(CN2C(=O)NC(C)(c3ccc(C)cc3)C2=O)cc1F (configuration not stated) | i | i | -0.2 | i | 5 | i | i | i | i | i | i
O=C(NCCCN1CCN(CCCNC(=O)c2ccc(F)cc2)CC1)c1ccc(F)cc1 | i | i | 0.5 | i | 23 | i | i | i | i | i | i
N#Cc1c(NCCCO)nc(NCc2ccccc2)c2c1CCN(Cc1ccccc1)C2 | i | i | -0.3 | i | 47 | i | i | i | i | i | i
Cc1cccc(C)c1NC(=O)c1c(C)nn(-c2ccccc2)c1Cl | i | i | -0.5 | i | 23 | i | i | i | i | i | i
O=C(NC(=S)Nc1ccccc1N1CCOCC1)c1ccc([N+](=O)[O-])cc1 | i | i | 0.0 | i | 12 | i | i | i | i | i | i
O=C(OCC(=O)N1CCN(C(=O)c2ccco2)CC1)c1cccc(O)c1 | i | i | 0.6 | i | 24 | i | i | i | i | i | i
Nc1nonc1-n1nnc(C(=O)N/N=C/c2cccc(F)c2)c1CN1CCCC1 | i | i | 0.3 | i | 22 | i | i | i | i | i | i
COc1ccc(CCN(C(=O)c2ccco2)C(C(=O)NC2CCCC2)c2ccncc2)cc1OC (configuration not stated) | i | i | -0.1 | i | 12 | i | i | i | i | i | i
CCCn1c(NC(=O)c2ccc([N+](=O)[O-])o2)nc2ccccc21 | i | i | 0.2 | i | 31 | i | i | i | i | i | i
Cc1cccc(CNC(=O)C2CCCN(c3nn4c(=O)cc(C)nc4s3)C2)c1 (configuration not stated) | i | i | -0.6 | i | 5 | i | i | i | i | i | i
COc1ccccc1NS(=O)(=O)c1cc(C(=O)N2CCCCCCC2)ccc1C | i | i | 0.0 | i | 6 | i | i | i | i | i | i
COCCn1c(SCC(=O)NC2CCCCC2C)nnc1-c1ccncc1 (configuration not stated) | i | i | -0.5 | i | 0 | i | i | i | i | i | i
CCN(CC)C(=O)Oc1cc(COC)nc(-c2ccccc2)n1 | i | i | -1.3 | i | 7 | i | i | i | i | i | i
O=C1CCCN1c1ccc(N2CCCC2=O)cc1 | i | i | -0.7 | i | 26 | i | i | i | i | i | i
Cc1cc(Cl)cc(Cl)c1OCC(=O)NCc1ccco1 | i | i | -0.9 | i | 22 | i | i | i | i | i | i
FC(F)Oc1ccc(-c2csc(Cc3nnc4n3CCCCC4)n2)cc1 | i | . | -0.1 | i | 4 | i | . | i | i | . | i
COCCN1CCN(c2c3c(nc4cc(-c5cccc(F)c5)nn24)CCC3)CC1 | i | i | 0.3 | i | 23 | i | i | 11* | i | i | 60*
COc1cccc(CCNC(=O)c2ccc(OC)c(OC3CCN(C(C)C)CC3)c2)c1 | i | i | 0.2 | i | 39 | i | i | i | i | i | i
CCOc1ccc(OCCn2c(S(=O)(=O)O)nc3c(N)ncnc32)cc1 | i | i | -0.3 | i | 9 | i | i | i | i | i | i
Cc1csc(NC(=O)C2C3C=CC(C3)C2C(=O)O)n1 (configuration not stated) | i | i | 0.4 | i | -3 | i | i | i | i | i | i
Cn1cnnc1SCc1ccc(C(=O)N/N=C/c2cccs2)cc1 | i | i | 0.6 | i | 18 | i | i | i | i | i | i
c1ccc(-c2cnc(-c3ccccc3)nn2)cc1 | i | i | 2.2 | i | 14 | i | i | i | i | i | i
O=c1[nH][nH]c(C(F)(F)F)c1C=Nc1ccc(Cl)cc1 | i | i | 2.1 | i | 4 | i | i | i | i | i | i
CCOc1ccc(NC(=O)CCS(=O)(=O)c2ccc3c(c2)CCCN3C(C)=O)cc1 | i | i | -2.6 | i | 16 | i | i | i | i | i | i
Cc1nnc(NC(=O)C2CSC3(C)CCC(=O)N23)s1 (configuration not stated) | i | i | -2.1 | i | 6 | i | i | i | i | i | i
CCc1cccc2c(C(=O)C(F)(F)F)cn(CC(=O)NCC3CCCO3)c12 (configuration not stated) | i | i | -0.4 | i | 7 | i | i | i | i | i | i
O=c1cc(-c2ccccc2)nc(Sc2ccc([N+](=O)[O-])cc2[N+](=O)[O-])[nH]1 | i | i | 0.0 | i | 8 | i | i | i | i | i | i
Cc1cccc(NC(=O)C2CCN(S(C)(=O)=O)CC2)c1C | i | i | -0.5 | i | . | i | i | i | i | i | i
Fc1ccc(Cn2cnc3ccccc32)cc1 | i | i | 0.0 | i | 7 | i | i | i | i | i | i
COc1ccc([C@@]2(O)c3c(ccc(CC=C(C)C)c3O)NC(=O)[C@@H]2OC)cc1 | i | i | -0.3 | i | 9 | i | i | i | i | i | i
CS(=O)(=O)N(CC(=O)N1CCCC1)c1ccccc1F | i | i | -0.5 | i | 6 | i | i | i | i | i | i
Cc1cn(Cc2ccccc2)c(=O)[nH]c1=O | i | i | -0.3 | i | 18 | i | i | i | i | i | i
Cc1ccc(S(=O)(=O)CCN2CCC(n3cccc3)CC2)cc1 | i | i | 0.3 | i | 17 | i | i | i | i | i | i
COc1ccc(S(=O)(=O)NCCc2cn3nc(C)c(C)nc3n2)cc1 | i | i | 0.0 | i | 16 | i | i | i | i | i | i
Cn1c(N)c(C(=O)CN2CCc3ccccc3C2)c(=O)n(C)c1=O | i | i | -0.7 | i | -3 | i | i | i | . | i | i
O=C1c2ccccc2C2=Nc3ccccc3SC(c3ccccc3F)C12 (configuration not stated) | i | 13* | 0.1 | i | 36 | i | i | i | i | i | i
CCOc1ccccc1CN1CCNC(=O)C1CC(=O)NCc1nc(C)cs1 (configuration not stated) | i | i | -0.3 | i | 7 | i | i | i | i | i | i
Cc1csc(NC(C)c2nc3cc(Cl)c(N4CCCCC4)cc3n2CCOCCO)n1 (configuration not stated) | i | i | -0.7 | i | 8 | i | i | i | i | i | i
COc1cccc2c(=O)n(CC(=O)N3CCCc4ccccc43)ccc12 | i | i | -0.1 | i | 23 | i | i | i | i | i | i
CC(C)CNC(=S)NC(=O)c1ccc([N+](=O)[O-])cc1 | i | 10* | 0.6 | i | 21 | i | i | i | i | i | i
CC(C)Cc1nc(SCC(=O)N2CCOCC2)c2c(=O)n(C)c(=O)n(C)c2n1 | i | i | 0.0 | i | 25 | i | i | i | i | i | i
CCCCCN(C(=O)CCC(=O)OCC(=O)N(C)C1CCCCC1)c1c(N)n(CCCC)c(=O)[nH]c1=O | i | i | -0.1 | i | 13 | i | i | i | i | i | i

Entries shown so far with a thiophene ring, fused or not, in the order listed:
SMILES | PolyA inh | MrgX1 PAM | HIF act | TRPC6 inh | AI-2 QS modul | TRPC6 act | MrgX1 antagonist | TRPC4 PAM | TRPC4 block | MrgX1 ag | TRPC4 agonist
O=C(CCl)N1N=C(c2ccco2)CC1c1cccs1 (configuration not stated) | i | i | 0.2 | i | -8 | i | i | i | i | i | i
CCSc1nc2sc3c(c2c(=O)[nH]1)CCc1ccccc1-3 | i | i | -0.2 | i | 18 | i | i | i | i | i | i
Cn1cnnc1SCc1ccc(C(=O)N/N=C/c2cccs2)cc1 | i | i | 0.6 | i | 18 | i | i | i | i | i | i
